Screening data (PubChem BioAssay)
AID2073 = inhibitors of Mint1-CaV2.2 protein interaction, biochemical, HTRF (AID 2073); HTRF protein-protein interaction, Mint1-CaV2.2; higher % means a stronger effect; inhibition, % at 20 µM, or IC50 in µM where a hit was titrated; 290,000 tested, 0.19% active; in the data active means inhibition mostly above about 51%, no sharp cut-off; further: some results filed as inactive read as strong as hits
HIV fusion peptide = inhibitors of HIV fusion peptide binding, primary screen, biochemical, uHTS, fluorescence dequenching (AID 1986); inhibition, % at 20 µM; hits with a dose series show IC50 in µM; cell-free peptide binding, fluorescence dequenching, 30 min; higher % means a stronger effect; 290,000 tested, 0.3% active; in the data active means inhibition mostly above about 52%, no sharp cut-off; inactive means mostly below about 76%; further: some results filed as inactive read as strong as hits
* = called active by the depositor. This is a subset; count on the stated rates, not on these rows.

SMILES	AID2073	HIV fusion peptide
Cc1cc(C)cc(NC2=C(N)C(=O)c3ccccc3C2=O)c1	22%	-2.0%
Cc1ccc(S(=O)(=O)NC(C)(C)CN2CCNCC2)cc1	-2%	-0.4%
Cc1ccccc1C(=O)O/N=C(\N)c1ccccc1	6%	2.6%
CC(=O)CSc1nc2c(c(=O)[nH]c(=O)n2C)n1Cc1ccccc1Cl	12%	-1.1%
CCc1ccc(S(=O)(=O)c2cn(C)c3cc(OC)c(OC)cc3c2=O)cc1	6%	-0.3%
COc1ccc(OC)c(C2C(C(=O)c3ccco3)=C(O)C(=O)N2CCN2CCOCC2)c1 (centres undefined)	10%	0.1%
O=C(NC(=S)NC1CCS(=O)(=O)C1)c1ccccc1 (centres undefined)	38%	-1.1%
CC1(C)CC(=O)C=C(Nc2ccc(Br)cc2F)C1	-3%	-0.2%

(list continues)
SMILES	AID2073	HIV fusion peptide
CCOC(=O)c1sc(N2C(=O)C(O)=C(C(=O)c3ccco3)C2c2ccc([N+](=O)[O-])cc2)nc1C (centres undefined)	0%	18µM*
COC(=O)C(Cc1ccccc1)NC(=O)CNC(=O)c1sc2ccccc2c1Cl (centres undefined)	10%	-0.6%
COc1ccccc1N1CCN(C(=O)Cc2ccc(Cl)cc2)CC1	0%	1.1%
COc1cc(NC(=O)c2oc3ccccc3c2C)ccc1NC(=O)c1ccco1	17%	0.3%
Cc1ccc(CNC(=O)C2CCCN2S(=O)(=O)c2ccc3c(c2)C(C)(C)C(=O)N3C)cc1 (centres undefined)	2%	1.2%
CCN(CC)CCCCNc1ncc2cc(-c3cc(OC)cc(OC)c3)c(NC(=O)NC(C)(C)C)nc2n1	2%	0.1%
COc1cccc(N2CCN(C(=O)c3ccc4nc[nH]c4c3)CC2)c1	29%	-1.0%
CCN(CC(=O)Nc1ccc2c(c1)OCCO2)C(=O)COc1ccc(C)cc1	2%	1.8%

Other records.
SMILES	AID2073	HIV fusion peptide
CCCCc1cc(=O)oc2cc(C)cc(OCC(=O)N3CCC(C(=O)O)CC3)c12	42%	1.0%
Cc1n[nH]c(=S)n1/N=C/c1c(O)ccc2ccccc12	2%	-3.5%
COc1ccc(NC(=O)CCCC(=O)c2ccccc2)c(OC)c1	10%	0.3%
Cc1ccc(N2CC(C(=O)Nc3c4c(nn3C(C)(C)C)CS(=O)(=O)C4)CC2=O)cc1 (centres undefined)	3%	1.9%
Cc1ccc(C2=NS(=O)(=O)N(C)C(C(=O)NCc3ccccn3)=C2)cc1	3%	0.5%
O=[N+]([O-])c1cccc2c1ccc1ncccc12	13%	-1.4%
CC(=O)Nc1ccc(S(=O)(=O)NNC(=S)NCC2CCCO2)cc1 (centres undefined)	-3%	-0.3%
O=S1(=O)N(Cc2ccccc2F)CCCN1Cc1c(F)cccc1Cl	-3%	-0.1%

The list continues.
SMILES	AID2073	HIV fusion peptide
Cc1oc(-c2cccc(Cl)c2)nc1CN1CCC(C(=O)NC2CC2)CC1	11%	1.9%
Cc1cc(C(=O)NC2CCCc3c2cnn3-c2ccc(C)c(C)c2)nc(C)n1 (centres undefined)	7%	-0.6%
O=C(c1cc(COc2ccc(F)cc2F)on1)N1CCN(C2CCCC2)C(=O)C1	0%	-0.4%
CCOC(=O)c1csc(CCNC(=O)c2oc3c(Cl)cc(C)cc3c2C)n1	6%	2.6%
O=C(N/N=C/c1coc2ccccc2c1=O)c1cc(Br)c(O)c(Br)c1	8%	40%
Cc1ccc(-c2csc(Nc3ccccn3)n2)cc1	6%	1.5%
COc1ccc(N2CCN(Cc3cc4c(cc3Br)OCCO4)CC2)cc1	-3%	-1.0%
O=C(Cc1c(F)cccc1Cl)NNC(=S)Nc1ccc(S(=O)(=O)Nc2ncccn2)cc1	1%	3.9%

Continuation.
SMILES	AID2073	HIV fusion peptide
CC(C)(C)NS(=O)(=O)c1ccc2[nH]c3c(c2c1)CCCCC3	5%	1.7%
O=C(Cn1c2ccccc2c2nc3n(c(=O)c21)CCCS3)Nc1ccccc1	2%	0.0%
O=S(=O)(Nc1ccccc1)c1ccc(NS(=O)(=O)c2cccs2)cc1	15%	1.1%
Cc1ccc(OCC(=O)N2CCc3ccccc3C2)cc1	9%	-0.6%
N/N=C(\c1ccccc1)c1cc(Cl)ccc1N	0%	-0.2%
O=C(O)c1ccc(NS(=O)(=O)c2cc(Cl)sc2Cl)cc1	6%	3.4%
Cc1ccc(N(C(=O)c2csnn2)C(C(=O)NC2CCCCC2)c2ccncc2)cc1 (centres undefined)	-1%	-0.8%
CC(NC(=O)CN1CCOCC1)c1ccccc1 (centres undefined)	8%	-1.5%

Later entries:
SMILES	AID2073	HIV fusion peptide
Cc1ccc(C2=NS(=O)(=O)N(C)C(C(=O)NC3CCCCC3)=C2)cc1	11%	-0.7%
Nc1nonc1-n1nnc(C(=O)N/N=C/c2ccccc2Cl)c1-c1ccccc1	20%	0.2%
Cc1cc(C)n2nc(CNS(=O)(=O)c3ccc(F)cc3)nc2n1	8%	2.7%
CN(C(=O)c1ccco1)c1nc(-c2ccc(F)cc2)cs1	16%	-2.1%
CC(=O)O[C@]1(C(C)=O)CCC2C3CCC4=C/C(=N/OCC(=O)O)CC[C@]4(C)C3CC[C@@]21C (some centres undefined)	13%	0.9%
COc1ccc(NS(=O)(=O)c2ccc3c(c2)N(C(C)=O)CCS3)cc1	8%	-1.8%
CCOC(=O)c1cc(S(=O)(=O)N2CCN(c3ccccc3OC)CC2)cn1C	4%	0.7%
Cc1cccc(OCC(=O)NNS(=O)(=O)c2ccccc2F)c1	3%	-1.3%

Next part:
SMILES	AID2073	HIV fusion peptide
Cc1ccc(OCC(=O)Nc2ccc3c(c2)C(=O)NC3=O)cc1	-5%	-0.3%
Cc1cc(C)cc(N(C(=O)c2ccccn2)C(C(=O)NC2CCCCC2)c2ccncc2)c1 (centres undefined)	4%	-1.2%
O=C(Nc1ccc(S(=O)(=O)N2CCCC2)cc1)c1cc(F)c(F)cc1Cl	-1%	-0.3%
CCOc1cc(C2C(C(=O)c3ccco3)=C(O)C(=O)N2Cc2ccccc2)ccc1O (centres undefined)	9%	3.4%
Cc1nn(Cc2noc(C(=O)NCc3ccccn3)n2)c(C)c1Br	0%	2.2%
S=C(NCCCc1ccccc1)NCc1ccccc1	13%	-1.1%
CC1CCN(S(=O)(=O)c2ccc3c(c2)N(CC(=O)NCCCN2CCCCC2C)C(=O)CS3)CC1 (centres undefined)	6%	1.4%
Cc1ccc(NC(=Nc2ccc(Br)cc2)N2CCOCC2)cc1C	13%	-2.3%

Molecules above with a furan ring, fused or not:
SMILES	AID2073	HIV fusion peptide
COc1ccc(OC)c(C2C(C(=O)c3ccco3)=C(O)C(=O)N2CCN2CCOCC2)c1 (centres undefined)	10%	0.1%
CCOC(=O)c1sc(N2C(=O)C(O)=C(C(=O)c3ccco3)C2c2ccc([N+](=O)[O-])cc2)nc1C (centres undefined)	0%	18µM*
COc1cc(NC(=O)c2oc3ccccc3c2C)ccc1NC(=O)c1ccco1	17%	0.3%
CCOC(=O)c1csc(CCNC(=O)c2oc3c(Cl)cc(C)cc3c2C)n1	6%	2.6%
CN(C(=O)c1ccco1)c1nc(-c2ccc(F)cc2)cs1	16%	-2.1%
CCOc1cc(C2C(C(=O)c3ccco3)=C(O)C(=O)N2Cc2ccccc2)ccc1O (centres undefined)	9%	3.4%

Remaining list, next part.
SMILES	AID2073	HIV fusion peptide
COC(=O)Cn1c(C(O)c2ccccc2)nc2ccccc21 (centres undefined)	8%	0.4%
Cc1ccc(C)c(NC(=O)CCCCCN2C(=O)[C@@H]3Cc4ccccc4CN3C2=O)c1	6%	0.0%
O=C(NCC1CCN(Cc2ccccc2F)CC1)Nc1ccccc1F	45%	0.6%
CC(=O)Oc1ccc(C2(C)CC(C)(C)Oc3cc(OC(C)=O)ccc32)c(OC(C)=O)c1 (centres undefined)	16%	-0.5%
CN(CC(=O)NCCc1ccc(S(N)(=O)=O)cc1)Cc1ccc(Cl)cc1Cl	1%	-0.5%
O=c1ccc2cc(S(=O)(=O)NCCCc3ccccc3)ccc2[nH]1	7%	1.2%
O=C(CNc1cccc([N+](=O)[O-])c1)NCCCc1ccccc1	1%	-0.5%
COc1ccccc1CN1C(=NC(=O)C2CCCCC2)SC2CS(=O)(=O)CC21 (centres undefined)	-4%	1.4%

(more compounds)
Every second line gives: AID2073 | HIV fusion peptide
> CCN(CC)CCSc1nnc2c3ccccc3n(CCc3ccccc3)c2n1
    10% | -1.8%
> Cc1ccc(N(C(=O)CCC(=O)Nc2ccccn2)C(C(=O)NC(C)C)c2ccc(F)cc2)cc1 (centres undefined)
    2% | -1.2%
> Cc1ccc(C(=O)N2CCCC(N3CCN(c4ccccc4C)CC3)C2)c(=O)[nH]1 (centres undefined)
    14% | 0.7%
> CCN(Cc1ccccc1)S(=O)(=O)c1c[nH]c(C(=O)OC)c1
    5% | -0.1%
> CC1=CC=CN2C1=NC(=O)CC2(C)C(=O)N(CC(=O)NC1CCCC1)Cc1ccccc1 (centres undefined)
    3% | 2.0%
> CCCC(c1nnnn1C1CCCCC1)N1CCN(C(=O)c2ccco2)CC1 (centres undefined)
    -2% | 2.0%
> CC(C)(C)NC(=O)N1CCN(c2nc3ccc(Cl)cc3s2)CC1
    2% | -1.2%
> Cc1ccc2c(c1)N(C(=O)CCC(=O)NCc1cccnc1)CC(C)O2 (centres undefined)
    7% | -1.7%
> CC(=O)c1ccc(NC(=O)CC(C)S(=O)(=O)c2ccc3c(c2)CCN3C(C)=O)cc1 (centres undefined)
    7% | 1.0%
> CC(C)c1ccc(OCC(=O)N2CCN(c3ccccn3)CC2)c(Br)c1
    -10% | -0.1%
> CCc1ccc(NC(=O)C2CCN(S(=O)(=O)c3ccc4c(c3)CC(C)N4C(C)=O)CC2)cc1 (centres undefined)
    10% | -1.5%
> CN1CCN(c2nc(-c3cccc([N+](=O)[O-])c3)nc3ccccc23)CC1
    -12% | -1.4%
> Cc1cc(C)n(S(=O)(=O)c2ccc(F)cc2)n1
    10% | 0.8%
> COc1ccc(NC(=S)N2CCC(NC(=O)c3ccc(F)cc3)CC2)cc1
    -1% | 1.2%
> O=C(O)C1C2CCC(C2)C1C(=O)NCCc1cccc(Cl)c1 (centres undefined)
    2% | 1.7%
> COCCCn1c(SCC(=O)NC2CCCC2)nnc1-c1ccccc1
    1% | 2.6%
> Cc1ccc(NS(=O)(=O)c2ccc3[nH]c(=O)oc3c2)c(C)c1
    12% | 6.1%
> O=C(NC1CCCC1)c1ccc(CS(=O)Cc2ccccc2Cl)o1 (centres undefined)
    12% | 1.9%
> CC(C)CNC(=S)N(CCN(C)C)Cc1cc2cc3c(cc2[nH]c1=O)OCCO3
    -5% | -0.6%
> O=C(c1ccc(-c2ccccc2)cc1)N1CCN(c2ccccc2)CC1
    2% | -1.4%

Remaining list, next part.
Every second line gives: AID2073 | HIV fusion peptide
> COc1cccc(NC(=O)CCC2CCN(C(=O)c3sccc3C)CC2)c1
    3% | 2.0%
> O=C(Nc1ccc(NC(=O)c2ccccc2F)cc1)c1ccccc1F
    42% | -0.2%
> NS(=O)(=O)OCCCc1ccc(C(F)(F)F)cc1
    -1% | -0.4%
> CCOc1ccc(CNC(=O)CCCn2nc(C)c3c(C)n(-c4ccc(C)cc4)nc3c2=O)cc1
    7% | 6.8%
> COc1ccccc1OCCn1c(=S)[nH]c2ccccc21
    -10% | 1.3%
> Cc1oc(-c2ccccc2Cl)nc1CS(=O)CC(=O)N1CCN(c2ccccc2)CC1 (centres undefined)
    7% | 0.4%
> COc1ccc(/C=C(/NC(=O)c2ccccc2)C(=O)N2CCC(C)CC2)cc1
    25% | 1.2%
> COCCCNC(=S)Nc1ccc2nc(N3CCOCC3)cc(C)c2c1
    -3% | 0.5%
> CCNC(=O)/C(C#N)=C/c1c(N2CCCCCC2)nc2c(C)cccn2c1=O
    8% | -1.8%
> CCOC(=O)c1cccc(NC(=O)CCNS(=O)(=O)c2cccc3nonc23)c1
    4% | -1.6%
> CC(=O)c1cccc(Nc2nc(-c3ccccc3)nc3ccccc23)c1
    19% | 0.8%
> COc1ccc(N2CCN(CCCNC(=O)CN3C(=O)COc4ccccc43)CC2)cc1
    5% | -1.0%
> C=CCOc1ccccc1CN1CCC(n2nccc2NC(=O)C2CC2)CC1
    4% | 0.1%
> O=C(C1CC1)N1CCN(c2ccc(O)cc2)CC1
    -88% | -1.6%
> Cc1ncsc1C(=O)Nc1cccc(C(F)(F)F)c1
    -2% | -0.8%
> CC(C)C[C@H](NC(=O)[C@H](Cc1ccccc1)n1c(=O)[nH]c2ccccc2c1=O)C(=O)N1CCC(C(=O)O)CC1
    -1% | 1.2%
> COc1ccc(NC(=O)Cn2c(=O)n(CCC(=O)NCC3CCCO3)c(=O)c3cc(OC)c(OC)cc32)cc1 (centres undefined)
    16% | 0.5%
> COc1ccc2[nH]c(C(=O)N/N=C/c3cc(OC)c(OC)c(OC)c3)cc2c1
    18% | -0.9%
> CCOC(=O)[C@@H]1[C@H]2COc3ccccc3[C@@H]2N2C(=O)N(c3ccc(Cl)cc3)C(=O)[C@]12C
    -3% | 0.9%
> Cc1nc([N+](=O)[O-])cn1CC(=O)c1ccc(F)cc1
    6% | -1.6%

Additional results
Every second line gives: AID2073 | HIV fusion peptide
> O=C(NCCCc1ccc(F)cc1)C1CCC(=O)N(CCN2CCOCC2)C1 (centres undefined)
    -9% | -0.1%
> Cc1cc(C(=O)NNC(=O)COc2c(C)cc(Br)cc2C)n[nH]1
    -5% | -2.0%
> CCC(C(=O)NCCCN1CCN(C)CC1)n1nc(C)c2sc3ccccc3c2c1=O (centres undefined)
    8% | 1.7%
> COc1cccc(C(C(=O)NCc2ccccc2)N(C(=O)c2csnn2)C2CC2)c1 (centres undefined)
    8% | -0.5%

4 consecutive compounds already listed, quoted:
Every second line gives: AID2073 | HIV fusion peptide
> COc1ccc2[nH]c(C(=O)N/N=C/c3cc(OC)c(OC)c(OC)c3)cc2c1
    18% | -0.9%
> CCOC(=O)[C@@H]1[C@H]2COc3ccccc3[C@@H]2N2C(=O)N(c3ccc(Cl)cc3)C(=O)[C@]12C
    -3% | 0.9%
> Cc1nc([N+](=O)[O-])cn1CC(=O)c1ccc(F)cc1
    6% | -1.6%
> O=C(NCCCc1ccc(F)cc1)C1CCC(=O)N(CCN2CCOCC2)C1 (centres undefined)
    -9% | -0.1%
